High-throughput results deposited in PubChem BioAssay by Sanford-Burnham Center for Chemical Genomics.
TAG inh: triacylglycerol accumulation inhibition. inhibition, % at 12.5 µM. 230,000 compounds, 0.66% hits. H9c2 cells, Nile Red lipid (TAG) fluorescence; cells loaded with 200 µM oleic acid. AID 651582;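 active = pattern-corrected inhibition of lipid staining of at least 50% with the nuclear-stain viability signal not falling by more than 50%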;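 note: 0% = DMSO wells and 100% = triacsin C control wells; some results filed as inactive read as strong as hits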
TAG inh DAPI viability: second read-out of TAG inh, no call of its own (marks repeat the call); DAPI nuclei signal change (viability), lower = more cytotoxic, %;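 whole-well DAPI fluorescence read on a plate reader as a viability signal; minus 50 percent equals half of cells still viable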
An asterisk follows results filed as active.

What do the screens show for `O=C(O)CCCNS(=O)(=O)c1ccccc1`?
TAG inh: 5; TAG inh DAPI viability: -4

What do the screens show for `CCCn1c(N)c(C(=O)CSc2nc3ccccc3s2)c(=O)[nH]c1=O`?
TAG inh: -4; TAG inh DAPI viability: -2

Results for CC(C)C[C@H](N)c1cn([C@@H](Cc2ccc(O)cc2)C(=O)N2CCNCC2)nn1 ?
TAG inh: -20; TAG inh DAPI viability: 11

What do the screens show for `CC(C)(C)OC(=O)NCCCCCNC(=O)c1[nH]cnc1C(=O)NC1CCN(C(=O)OC(C)(C)C)CC1`?
TAG inh: 3; TAG inh DAPI viability: 10

How did CC(=O)N1CCCC(C)(C(=O)Nc2ccc3nc(C)ccc3c2)C1 (stereo unspecified) do in these assays?
TAG inh: -7; TAG inh DAPI viability: 3

Results for Cc1noc(C)c1COc1ccccc1C(=O)N1CCN(c2cccc(C(F)(F)F)c2)CC1 ?
TAG inh: 15; TAG inh DAPI viability: -6

What do the screens show for `O=C(Nc1ccc(Br)cc1F)C1CC(=O)N(C2CCCCC2)C1` (stereo unspecified)?
TAG inh: 8; TAG inh DAPI viability: -2

How did Cc1cc(=O)[nH]c(SCCOc2ccc(OC(C)C)cc2)n1 do in these assays?
TAG inh: 10; TAG inh DAPI viability: -5

What do the screens show for `CC(C)Cc1cc(C(=O)Nc2ccccc2)c2ccccc2n1`?
TAG inh: -7; TAG inh DAPI viability: -2

What do the screens show for `CC1(C(=O)Nc2cccc(C(F)(F)F)c2)Cc2c(-c3ccc4c(c3)OCO4)ccnc2O1` (stereo unspecified)?
TAG inh: -3; TAG inh DAPI viability: 8

How did CC(=O)Nc1ccc(S(=O)(=O)n2nc(-c3ccc(C)cc3)nc2N)cc1 do in these assays?
TAG inh: 7; TAG inh DAPI viability: 3

How did Cc1ccccc1CS(=O)(=O)c1snnc1C do in these assays?
TAG inh: 13; TAG inh DAPI viability: -11

What do the screens show for `CCOc1ccc(OCCC(=O)OC(C)C(=O)Nc2ccc(C(C)=O)cc2)cc1` (stereo unspecified)?
TAG inh: 5; TAG inh DAPI viability: -5

Results for Nc1ncnc(Sc2ncccn2)c1[N+](=O)[O-] ?
TAG inh: 26; TAG inh DAPI viability: -15

How did O=C(Nc1nnc(COc2ccc(Cl)cc2)s1)c1cccs1 do in these assays?
TAG inh: 6; TAG inh DAPI viability: 12

How did CC1=C(C(=O)c2ccccc2)C(c2ccc(N3CCOCC3)cc2)NC(=O)N1 (stereo unspecified) do in these assays?
TAG inh: -10; TAG inh DAPI viability: 11

Results for CC(C)(C)C(=O)O/N=C(\N)c1ccc([N+](=O)[O-])s1 ?
TAG inh: -5; TAG inh DAPI viability: 8

How did CCc1ccccc1NC(=O)c1cc(S(=O)(=O)N2CCc3ccccc32)cn1C do in these assays?
TAG inh: 0; TAG inh DAPI viability: 3

What do the screens show for `CCCCOc1ccc(NC(=O)Cn2c(=O)ccc3c(C)cc(C)nc32)cc1`?
TAG inh: 33; TAG inh DAPI viability: -13

How did COc1ccc(N2CCN(C(=O)COC(=O)[C@@H](NC(=O)OCc3ccccc3)C(C)C)CC2)cc1 do in these assays?
TAG inh: 0; TAG inh DAPI viability: -2

Results for CCc1ccc(Nc2n[n+](C)c(-c3ccncc3)s2)cc1 ?
TAG inh: 3; TAG inh DAPI viability: 5

How did CSc1cccc(NC(=O)Nc2ccc(Cl)cc2)c1 do in these assays?
TAG inh: -18; TAG inh DAPI viability: -5

What do the screens show for `COc1ccc(CCNC(=O)COc2ncnc3ccccc23)cc1`?
TAG inh: 6; TAG inh DAPI viability: -2

Results for Cc1nnc(NC(=O)c2ccc3c(c2)NC(=O)CS3)s1 ?
TAG inh: 0; TAG inh DAPI viability: -4

How did CCOC(=O)N1CCN(C(=O)CSc2nnc3[nH]c(=O)c(C)c(C)n23)CC1 do in these assays?
TAG inh: -6; TAG inh DAPI viability: 10

What do the screens show for `NC(Cc1ccc(F)cc1)c1csc(Nc2nccc(C(F)(F)F)n2)n1` (stereo unspecified)?
TAG inh: -23; TAG inh DAPI viability: -4

What do the screens show for `COc1cc(/C=N/NC(=O)c2cncc(Br)c2)cc([N+](=O)[O-])c1O`?
TAG inh: 24; TAG inh DAPI viability: -10

How did CNC(=O)c1c(NC(=O)c2ccc(N3C(=O)CCC3=O)cc2)sc2c1CCC(C)C2 (stereo unspecified) do in these assays?
TAG inh: -1; TAG inh DAPI viability: 5

Results for CCC(=O)Nc1sc2c(c1C#N)CCC2 ?
TAG inh: 6; TAG inh DAPI viability: 3

How did O=C(CN1CCN(c2ccc(O)cc2)CC1)Nc1cc([N+](=O)[O-])ccc1Cl do in these assays?
TAG inh: 4; TAG inh DAPI viability: -4

How did c1coc(-c2nnc(NC3=NCCC3)o2)c1 do in these assays?
TAG inh: 15; TAG inh DAPI viability: -24

Results for Cc1nc2scc(-c3cccs3)c2c(=O)n1-n1cccc1 ?
TAG inh: 2; TAG inh DAPI viability: 3

How did Cc1cccc2cc(CN(Cc3ccco3)C(c3nnnn3CCc3ccccc3)C(C)C)c(=O)[nH]c12 (stereo unspecified) do in these assays?
TAG inh: 32; TAG inh DAPI viability: 4

What do the screens show for `Cc1nc2sccn2c(=O)c1CCN1CCC(=C(c2ccc(F)cc2)c2ccc(F)cc2)CC1`?
TAG inh: -4; TAG inh DAPI viability: 13

How did O=C(Cn1cnc([N+](=O)[O-])c1)c1ccc(F)cc1 do in these assays?
TAG inh: -10; TAG inh DAPI viability: -1

How did Cc1cc(C)n(-c2nc3nonc3nc2Nc2cccc(C)c2C)n1 do in these assays?
TAG inh: 1; TAG inh DAPI viability: -2

How did Cc1ccccc1-c1csc(C(O)c2cccc(Cl)c2)n1 (stereo unspecified) do in these assays?
TAG inh: -29; TAG inh DAPI viability: 7

What do the screens show for `COCCN(Cc1ccco1)C(=O)Cn1ncc2c(=O)oc3ccccc3c21`?
TAG inh: -1; TAG inh DAPI viability: 3

How did COC(=O)c1nnn(-c2nonc2N)c1CSc1nc2ccccc2s1 do in these assays?
TAG inh: -13; TAG inh DAPI viability: 0

What do the screens show for `CC1CC(C)CN(CC(O)COCc2ccccc2)C1` (stereo unspecified)?
TAG inh: 11; TAG inh DAPI viability: 0

16 structures already listed, arranged by SMILES length, ascending:
Results for CCC(=O)Nc1sc2c(c1C#N)CCC2 ?
TAG inh: 6; TAG inh DAPI viability: 3

How did c1coc(-c2nnc(NC3=NCCC3)o2)c1 do in these assays?
TAG inh: 15; TAG inh DAPI viability: -24

What do the screens show for `CC1CC(C)CN(CC(O)COCc2ccccc2)C1` (stereo unspecified)?
TAG inh: 11; TAG inh DAPI viability: 0

How did CSc1cccc(NC(=O)Nc2ccc(Cl)cc2)c1 do in these assays?
TAG inh: -18; TAG inh DAPI viability: -5

How did Cc1ccccc1-c1csc(C(O)c2cccc(Cl)c2)n1 (stereo unspecified) do in these assays?
TAG inh: -29; TAG inh DAPI viability: 7

Results for Cc1nnc(NC(=O)c2ccc3c(c2)NC(=O)CS3)s1 ?
TAG inh: 0; TAG inh DAPI viability: -4

Results for CCc1ccc(Nc2n[n+](C)c(-c3ccncc3)s2)cc1 ?
TAG inh: 3; TAG inh DAPI viability: 5

How did O=C(Cn1cnc([N+](=O)[O-])c1)c1ccc(F)cc1 do in these assays?
TAG inh: -10; TAG inh DAPI viability: -1

How did Cc1cc(C)n(-c2nc3nonc3nc2Nc2cccc(C)c2C)n1 do in these assays?
TAG inh: 1; TAG inh DAPI viability: -2

What do the screens show for `COCCN(Cc1ccco1)C(=O)Cn1ncc2c(=O)oc3ccccc3c21`?
TAG inh: -1; TAG inh DAPI viability: 3

What do the screens show for `COc1cc(/C=N/NC(=O)c2cncc(Br)c2)cc([N+](=O)[O-])c1O`?
TAG inh: 24; TAG inh DAPI viability: -10

How did CCOC(=O)N1CCN(C(=O)CSc2nnc3[nH]c(=O)c(C)c(C)n23)CC1 do in these assays?
TAG inh: -6; TAG inh DAPI viability: 10

How did O=C(CN1CCN(c2ccc(O)cc2)CC1)Nc1cc([N+](=O)[O-])ccc1Cl do in these assays?
TAG inh: 4; TAG inh DAPI viability: -4

How did CNC(=O)c1c(NC(=O)c2ccc(N3C(=O)CCC3=O)cc2)sc2c1CCC(C)C2 (stereo unspecified) do in these assays?
TAG inh: -1; TAG inh DAPI viability: 5

What do the screens show for `Cc1nc2sccn2c(=O)c1CCN1CCC(=C(c2ccc(F)cc2)c2ccc(F)cc2)CC1`?
TAG inh: -4; TAG inh DAPI viability: 13

How did Cc1cccc2cc(CN(Cc3ccco3)C(c3nnnn3CCc3ccccc3)C(C)C)c(=O)[nH]c12 (stereo unspecified) do in these assays?
TAG inh: 32; TAG inh DAPI viability: 4

(further entries)
What do the screens show for `COc1ccccc1CNC(=O)C(CCSC)NC(=O)C1CCC(C)CC1` (stereo unspecified)?
TAG inh: 6; TAG inh DAPI viability: 9

Results for O=C(Cc1ccccc1)N/N=C/c1cccs1 ?
TAG inh: -10; TAG inh DAPI viability: 1

Results for Cc1ccc(-c2ccc(SCC(=O)NC3CCCC3)nn2)cc1 ?
TAG inh: -12; TAG inh DAPI viability: 10

Results for O=C(NC(=O)N1CCCCC1)c1ccccc1 ?
TAG inh: 6; TAG inh DAPI viability: 7

How did COc1ccccc1-c1c(-c2ccc(O)cc2O)n[nH]c1C(F)(F)F do in these assays?
TAG inh: -15; TAG inh DAPI viability: 5

Results for CC(C)C[C@@H](CN=[N+]=[N-])N1CCN(C)CCC1=O ?
TAG inh: 3; TAG inh DAPI viability: -1

How did O=C(O)/C=C/C(=O)c1ccc2c(c1)NC(=O)CO2 do in these assays?
TAG inh: -4; TAG inh DAPI viability: -3

Results for O=c1[nH]cc(S(=O)(=O)N2CCN(c3ccc(F)cc3)CC2)c(=O)[nH]1 ?
TAG inh: -8; TAG inh DAPI viability: 3

How did CN1CCN(C(=O)c2ccc(C(F)(F)F)cc2)CC1 do in these assays?
TAG inh: -7; TAG inh DAPI viability: 147

Results for COc1ccc(-c2nc(CC(=O)Nc3cccc(S(=O)(=O)NC4=NCCC4)c3)cs2)cc1 ?
TAG inh: -5; TAG inh DAPI viability: -23

3 compounds from above, ordered by heavy-atom count, lowest first.
Results for O=C(NC(=O)N1CCCCC1)c1ccccc1 ?
TAG inh: 6; TAG inh DAPI viability: 7

Results for O=c1[nH]cc(S(=O)(=O)N2CCN(c3ccc(F)cc3)CC2)c(=O)[nH]1 ?
TAG inh: -8; TAG inh DAPI viability: 3

Results for COc1ccc(-c2nc(CC(=O)Nc3cccc(S(=O)(=O)NC4=NCCC4)c3)cs2)cc1 ?
TAG inh: -5; TAG inh DAPI viability: -23

Next part:
Results for Cc1cccnc1NC(N)=S ?
TAG inh: 0; TAG inh DAPI viability: -2

Results for N#CC1(c2nc3ccccc3[nH]2)CC1c1ccc2c(c1)OCO2 (stereo unspecified) ?
TAG inh: -105; TAG inh DAPI viability: 1

How did O=C(COC(=O)C1CCC1)Nc1cccc(Cl)c1 do in these assays?
TAG inh: -3; TAG inh DAPI viability: -7

How did N#Cc1ccccc1C[C@H](N)C(=O)NC[C@H]1O[C@@H](n2ccc(N)nc2=O)[C@H](O)[C@@H]1O do in these assays?
TAG inh: 11; TAG inh DAPI viability: -7

What do the screens show for `CC(=O)c1sc(N/N=C2\CC3CC2C(C)C3(C)C)nc1C` (stereo unspecified)?
TAG inh: 5; TAG inh DAPI viability: -10

What do the screens show for `COc1ccc(C2=NN3C(C2)c2ccccc2OC32C(=O)N(C)c3ccccc32)cc1` (stereo unspecified)?
TAG inh: 8; TAG inh DAPI viability: -12

How did Cc1ccc(C)c(NC(=O)N2CCc3ccccc3C2)c1 do in these assays?
TAG inh: -10; TAG inh DAPI viability: -2

Results for CCOc1ccccc1C(=O)Nc1nnc(SCC(=O)N2CCOCC2)s1 ?
TAG inh: -1; TAG inh DAPI viability: 6

What do the screens show for `CN1OC[C@@H]2CN(S(=O)(=O)c3cccc4ccccc34)[C@H](c3ccc(-c4ccccc4)cc3)C[C@@H]21`?
TAG inh: 2; TAG inh DAPI viability: 1

Results for Cc1cc2c(cc(C(=O)N3CCC(C(=O)N4CCCC4)CC3)n2Cc2c(F)cccc2Cl)o1 ?
TAG inh: 28; TAG inh DAPI viability: -10

What do the screens show for `O=[N+]([O-])c1ccc(/C=N/n2c(-c3ccccc3)n[nH]c2=S)cc1`?
TAG inh: 7; TAG inh DAPI viability: -5

How did Oc1c(/C=N/c2ncn[nH]2)ccc2ccccc12 do in these assays?
TAG inh: -8; TAG inh DAPI viability: 15

What do the screens show for `CCOC(=O)CN1CCc2c(C)nc3c(-c4ccc(OC)c(OC)c4)cnn3c21`?
TAG inh: 11; TAG inh DAPI viability: 4

What do the screens show for `CCn1c(SCC(=O)N2CCOCC2)nnc1C(C)NC(=O)c1ccccc1` (stereo unspecified)?
TAG inh: 1; TAG inh DAPI viability: -4

What do the screens show for `COc1ccc(C=NCCC2(O)CC(C)N(C)CC2C)cc1` (stereo unspecified)?
TAG inh: 1; TAG inh DAPI viability: -10

How did O=C(CCNC(=O)c1ccc([N+](=O)[O-])cc1)Nc1ccc(S(=O)(=O)N2CCOCC2)cc1 do in these assays?
TAG inh: 2; TAG inh DAPI viability: 0

How did CCOc1ccc(NC2C=CS(=O)(=O)C2)cc1 (stereo unspecified) do in these assays?
TAG inh: -4; TAG inh DAPI viability: 6

What do the screens show for `COc1cccc(/C=C/C(=O)OCC(=O)c2cc(C)n(CC3CCCO3)c2C)c1OC` (stereo unspecified)?
TAG inh: -11; TAG inh DAPI viability: 8

What do the screens show for `CCc1nc(SCC(=O)Nc2ccc(N(CC)CC)cc2)n[nH]1`?
TAG inh: 4; TAG inh DAPI viability: 5

A portion of the library; rates above refer to the full screens.
